Bioassay records (PubChem)
NR2E3 ag-1 = agonists of human nuclear receptor NR2E3. Q9Y5X4. GST-NR2E3/biotin-RetCOR TR-FRET, 1536-well. inhibition of corepressor binding, % at 4.78 µM. 320,000 compounds, 0.12% hits. AID 2300;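 active = percent inhibition above the cutoff of mean plus 3 SD of all tested compounds, set per screening campaign, cut at about 20% in these data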;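 note: 0% = DMSO wells and 100% = biotin wells as full block of FRET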
Target sequence (Q9Y5X4 whole entry, looked up): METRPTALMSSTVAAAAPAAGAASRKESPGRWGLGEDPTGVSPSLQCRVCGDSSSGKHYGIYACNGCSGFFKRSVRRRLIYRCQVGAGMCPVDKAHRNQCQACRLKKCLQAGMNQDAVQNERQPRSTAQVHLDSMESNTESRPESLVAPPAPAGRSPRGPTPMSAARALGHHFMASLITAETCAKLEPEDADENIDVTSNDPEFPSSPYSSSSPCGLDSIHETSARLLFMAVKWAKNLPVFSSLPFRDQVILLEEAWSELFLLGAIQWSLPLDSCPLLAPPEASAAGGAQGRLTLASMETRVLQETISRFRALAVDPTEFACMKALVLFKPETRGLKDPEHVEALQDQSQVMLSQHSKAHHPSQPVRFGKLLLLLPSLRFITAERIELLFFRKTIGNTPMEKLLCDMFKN
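Format: 1536-well format; test system: GST-NR2E3 and biotin-RetCOR proteins; read-out basis: percent inhibition of TR-FRET ratio; timing: 5 h incubation at 4 °C; detection: time-resolved FRET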
KKLEB tox = counter-screen for CF NF-kB inhibitors: cytotoxicity; KKLEB CF airway cells viability, ATPlite luminescence, overnight; stronger effect = lower value; cells stimulated with P. aeruginosa culture filtrate; activity change (cytotoxicity), % at 5 µM; 360,000 compounds, 0.36% hits;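 active = corrected activity change at or below -50% at 5 µM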
LMP1 NFkB inh = reduces LMP1-driven NF-kappaB luciferase signal. LMP1-induced NF-kappaB luciferase reporter cells, luminescence. inhibition, % at 12.5 µM. 350,000 compounds, 0.69% hits. AID 504558; in the data active = inhibition above about 41%;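 note: 0% = neutral control wells and 100% = reference inhibitor control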
NR2E3 ag-2 = agonists of human NR2E3 nuclear receptor; Q9Y5X4; CHO-S Gal4-NCOR/VP16-NR2E3 two-hybrid, luciferase; inhibition of corepressor binding, % at 3.98 µM; 360,000 compounds, 0.35% hits; AID 602229;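 active = inhibition above the mean of all tested compounds plus 3 SD, cut at about 70% in these data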;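 note: 0% = DMSO with NR2E3 transfected cells and 100% = cells lacking NR2E3 construct; higher means lower luciferase signal from less NR2E3 corepressor binding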
TRPM1 prom inh = reduces MITF-dependent TRPM1 promoter luciferase signal; 330,000 compounds, 0.83% hits; inhibition, % at 12.5 µM; SK-MEL-5 TRPM1 promoter luciferase, 24 h;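 active = mean inhibition across replicates of 60% or more, whatever share of single replicates reaches that level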; note: values of inactives mirror those of a sister screen read the other way
Shn3 3UTR inh = Schnurri-3 reporter inhibition in Clone20 osteoblasts. Clone20 osteoblast Shn3 3'UTR firefly luciferase, 24 h. inhibition, % at 12.5 µM. 360,000 compounds, 0.52% hits. AID 588674;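 active = mean inhibition of at least 75% with every replicate also reaching 75%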;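 note: 0% = median of neutral control wells and 100% = pilot-screen positive control compound; some compounds past the cut are filed as inactive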
C8 TRAIL sens = sensitizes caspase-8 expressing cells to TRAIL; NB7+C8 cells + TRAIL, ATPlite viability luminescence; inhibition (viability loss, TRAIL sensitization), % at 10 µM; 360,000 compounds, 1% hits;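 active = compounds causing at least 50% loss of cell viability in the single-dose screen, relative to plate controls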
Peg3 prom inh = inhibitors of Peg3 promoter; HeLa PEG-Prom luciferase reporter, luminescence, overnight; inhibition, % at 20 µM; 360,000 compounds, 1.7% hits;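 active = inhibition of at least 50% at 20 µM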
iPSC survival up = enhancers of human iPSC single-cell survival; hiPSC single-cell survival, ATPlite luminescence; 100% = ROCK inhibitor wells, 0% = DMSO; survival enhancement, % at 20 µM; 360,000 compounds, 0.044% hits; in the data active = survival enhancement above about 18%;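 note: cells exposed to compounds for 16 hours before the ATP read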
HIF-2a inh = HIF-2a inhibition | AID 624352 | 360,000 compounds, 0.72% hits | inhibition, % at 18.8 µM | 786-0 RCC cells HIF-2a reporter, luciferase luminescence, overnight;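 active = inhibition of the luminescence signal of 40% or more relative to plate controls, in a single-dose primary screen at 18.75 µM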
CF NFkB inh = blocks PAF-induced NF-kB reporter in cystic fibrosis cells; KKLEB NF-kB-GFP reporter, GFP fluorescence overnight; inhibition, % at 5 µM; 360,000 compounds, 0.86% hits; AID 588850;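 active = at least 50% inhibition at 5 µM, scaled per plate between neutral and stimulator controls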;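 note: PAF is a Pseudomonas aeruginosa culture filtrate used as stimulus; plate controls were PAF-stimulated DMSO wells for no effect and unstimulated DMSO wells for full effect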
* = called active by the depositor; . = not tested or not shown.

SMILES	NR2E3 ag-1	KKLEB tox	LMP1 NFkB inh	NR2E3 ag-2	TRPM1 prom inh	Shn3 3UTR inh	C8 TRAIL sens	Peg3 prom inh	iPSC survival up	HIF-2a inh	CF NFkB inh
C=CCc1c(C)c(C#N)c2nc3ccccc3n2c1N1CCCCC1	0	-17	12	-9	11	10	-4	21	-0.5	7	31
Cc1cc2oc(=O)c(CC(=O)NCCCO)c(C)c2c2occ(C(C)(C)C)c12	3	3	-7	-9	-17	-1	-2	-65	0.2	-115	-16
O=C(Nc1ccccc1)N(CCc1nc2ccccc2[nH]1)C1CCCC1	2	7	1	6	8	-21	-13	-7	-2.7	-11	-6
Cc1cc(C)cc(NC(=O)NCc2c(-c3ccccc3)noc2C)c1	4	0	16	-27	18	-3	-15	13	0.3	7	9
CN(C(=O)COC(=O)C12CC3CC(CC(Cl)(C3)C1)C2)C1(C#N)CCCCC1	3	-8	1	-11	-2	11	7	13	0.8	9	22
NC(=O)c1cc2ccccc2o/c1=N/NC(=O)c1cccc(Cl)c1	-2	-1	5	-9	-7	2	1	-6	-0.4	-10	-43
CCOc1ccc(OCCC(=O)N(CCC(C)C)c2c(N)n(Cc3ccccc3)c(=O)[nH]c2=O)cc1	3	3	2	12	9	3	-2	8	-0.3	12	6
COc1cc(C)nc(N2CCCC(C(=O)Nc3cccc(Cl)c3Cl)C2)n1 (centres undefined)	1	-6	3	-24	-1	3	-3	20	-0.8	23	15
CCn1cnc2sc(C(=O)O)c(C)c2c1=O	-1	7	-3	-15	0	10	-9	12	-4.2	-4	-2
COc1ccc(CCn2c(=N)c(C(=O)NCC3CCCO3)cc3c(=O)n4cccc(C)c4nc32)cc1OC (centres undefined)	0	1	35	5	11	34	-12	49	-0.5	17	-45
CC(=O)Nc1ccc(NC(=O)C(C)Sc2n[nH]c(-c3ccc(C)cc3)n2)cc1 (centres undefined)	3	15	3	1	6	-18	10	-10	-0.5	-15	-10
O=C(NCCCN1CCCC1=O)c1cccc(S(=O)(=O)N2CCN(c3ccccc3)CC2)c1	1	6	4	-2	-7	17	-13	10	-0.2	4	3
COc1ccccc1CNC(=O)C(NC(=O)c1ccc(C)cc1)C(C)C (centres undefined)	-1	-8	-5	-4	10	-19	-2	1	4.8	12	6
CCN(c1ccc(NC(=O)COC(=O)CCc2cc(OC)c(OC)c(OC)c2)cc1)C(C)C	.	6	-7	11	2	10	-13	10	-0.1	4	-8
COc1ccc(S(=O)(=O)N(CC(=O)NCCSc2ccccn2)c2ccccc2)cc1	6	-6	1	9	7	9	2	28	0.3	20	12
COc1ncnc2c1ncn2CCCN(C)CCc1ccccn1	.	-4	2	22	.	-8	-2	14	-1.9	4	5
Cc1ccc(Cn2c(C3CCCN3c3nc(C)cs3)nc3cc(C(=O)NCCCO)ccc32)cc1 (centres undefined)	5	-12	2	-34	-12	10	-1	-6	-1.1	14	-19
CC(C)[C@H]1C=C(C(=O)O)O[C@@H](OCc2ccc(CO)cc2)C1	-3	8	4	-5	-1	8	11	3	1.3	13	-3
CC(=O)N/C(=C/c1ccc(OS(=O)(=O)c2ccc(C)cc2)cc1)C(=O)NCCO	-4	2	-6	5	-19	5	-10	-1	0.0	7	-1
CCCCc1nc(Cl)c(C#N)c2c1CCC2	-2	2	.	-6	.	15	-6	3	0.1	10	23
Cc1ccc(S[C@@H](CCN2CC[C@H](C)CCC2=O)c2ccccc2)cc1	3	-5	-6	0	6	27	-10	9	-1.8	-9	20
O=C(C[n+]1ccc(/C=C/c2ccccc2)cc1)c1ccc2c(c1)OCCO2	0	4	2	-9	11	.	3	24	0.1	27	-2
CSc1ccccc1NC(=O)c1ccc(C)o1	0	15	8	-37	-84	8	6	-59	-0.3	-181	-11
c1ccc(CCCCN2CCN=C2Nc2ccccc2)cc1	-3	12	3	7	-9	-2	-1	-3	-1.7	10	-11
Cc1nnc2sc(SCC(=O)Nc3ccc(Cl)cc3)nn2c1=O	-2	2	-7	-38	14	-75	-9	-7	0.3	-25	3

Another view of part of the listing above.
molecule,NR2E3 ag-1,KKLEB tox,LMP1 NFkB inh,NR2E3 ag-2,TRPM1 prom inh,Shn3 3UTR inh,C8 TRAIL sens,Peg3 prom inh,iPSC survival up,HIF-2a inh,CF NFkB inh
COc1ccc(CCn2c(=N)c(C(=O)NCC3CCCO3)cc3c(=O)n4cccc(C)c4nc32)cc1OC (centres undefined),0,1,35,5,11,34,-12,49,-0.5,17,-45
CC(=O)Nc1ccc(NC(=O)C(C)Sc2n[nH]c(-c3ccc(C)cc3)n2)cc1 (centres undefined),3,15,3,1,6,-18,10,-10,-0.5,-15,-10
O=C(NCCCN1CCCC1=O)c1cccc(S(=O)(=O)N2CCN(c3ccccc3)CC2)c1,1,6,4,-2,-7,17,-13,10,-0.2,4,3
COc1ccccc1CNC(=O)C(NC(=O)c1ccc(C)cc1)C(C)C (centres undefined),-1,-8,-5,-4,10,-19,-2,1,4.8,12,6

Additional records.
SMILES	NR2E3 ag-1	KKLEB tox	LMP1 NFkB inh	NR2E3 ag-2	TRPM1 prom inh	Shn3 3UTR inh	C8 TRAIL sens	Peg3 prom inh	iPSC survival up	HIF-2a inh	CF NFkB inh
COc1cc(/C=N/Nc2ccc(Cl)nn2)cc(OC)c1O	-3	8	1	-32	14	11	-1	-21	0.2	-1	-4
CCOC(=O)C(=O)N(Nc1ccccc1C)c1ccccc1C	-2	-6	4	12	4	-3	-6	15	0.5	24	-3
CC(C)CCNC(=O)COc1ccc(C(=O)c2ccccc2)cc1	-1	-16	-1	-25	-6	21	13	25	-0.5	4	10
O=C(c1cc(COc2ccc(F)cc2Cl)on1)N1CCCC(OCc2cccnc2)C1 (centres undefined)	2	4	-7	-30	-20	6	-5	-59	-0.1	-83	-18
COc1nc(C#N)nc(N(C)C)n1	4	-6	0	-28	14	10	-17	0	-2.5	11	0
Cc1onc(-c2ccccc2Cl)c1C(=O)Nc1ccccc1N1CCOCC1	-1	-2	7	4	8	3	-3	16	-2.4	8	8
COc1ccccc1C(=O)NCCn1cc(SCC(=O)NCc2ccco2)c2ccccc21	-2	9	5	-27	4	-2	1	15	-1.4	16	-2
O=C(NCCCN1CCCC1=O)c1ccc(OC(F)(F)F)cc1	-1	-12	-12	17	1	1	-7	-3	3.9	1	-27
O=C(Nc1ccncc1)C1CCN(S(=O)(=O)c2cccc(C(F)(F)F)c2)CC1	3	-3	0	-1	3	2	2	2	-0.1	2	3
COCCCn1cnc2c(c1=O)c1nc3ccccc3nc1n2CCc1ccccc1	.	8	1	-27	-14	8	-6	48	0.4	-2	-27
O=C(CCN1C(=O)/C(=C/c2ccccc2F)SC1=S)Nc1ccccn1	4	-19	8	20	7	3	6	-9	0.8	12	22
Cc1cc(C)c(Cn2c3ccccc3c3cnn(CC(=O)NCc4ccccn4)c(=O)c32)c(C)c1	2	-14	-6	5	2	-6	1	-2	-0.2	6	14
COc1ccc(NC(=S)N2CCCN(Cc3cc(C)ccc3C)C2)cc1	4	-3	-5	19	-3	10	-19	-2	0.1	2	22
CC(C)CCSc1nc(N)c(C#N)cc1C#N	6	0	12	-43	-16	8	3	-41	5.4	-78	51*
O=[N+]([O-])c1ccc(NCCCNS(=O)(=O)c2ccccc2)cc1	4	10	5	15	6	22	0	17	-1.6	-4	-31
O=C(O/N=C/c1ccc(Cl)cc1)C1CCCCC1	4	-5	1	3	-12	1	-9	3	-0.4	7	-5
CN1C(=O)CSC1=S	1	-22	-22	6	-1	13	-6	1	0.2	-3	-22
COc1ccc(NC(=O)CCc2ccccc2)cc1S(=O)(=O)N1CCCCC1	-2	-1	1	-1	.	4	14	3	-0.2	17	-5
Cc1c(C(=O)NCc2ccc(F)cc2)sc(=O)n1Cc1ccc(Cl)c(Cl)c1	.	-1	.	-2	.	34	4	24	4.7	1	-42
CC1CN(C(=O)COC(=O)COc2ccc(C#N)cc2)CC(C)O1 (centres undefined)	3	-16	-1	-8	-7	-46	-6	18	-0.4	10	25
O=C(OCC(=O)N1CCCC1)c1ccc(Cl)c([N+](=O)[O-])c1	1	-11	9	2	23	13	14	-10	-0.6	-1	14
COc1cc(OC)c(S(=O)(=O)Nc2ccc(C)cn2)cc1NC(C)=O	2	1	2	3	-10	-16	-11	7	2.0	14	-7
CC(C)(Oc1cccc2ccccc12)C(=O)O	0	4	-8	-12	6	8	3	18	3.0	13	10
O=S(=O)(c1ccccc1)c1cnn2c(C(F)(F)F)cc(-c3ccc(F)cc3)nc12	5	-10	-5	3	11	9	8	29	-1.0	13	-3
Cc1cc(OCC(=O)NC2CCCCC2)ccc1Cl	0	6	-5	-30	-41	-84	3	-134	0.8	-112	1
SMILES	NR2E3 ag-1	KKLEB tox	LMP1 NFkB inh	NR2E3 ag-2	TRPM1 prom inh	Shn3 3UTR inh	C8 TRAIL sens	Peg3 prom inh	iPSC survival up	HIF-2a inh	CF NFkB inh
CC(C)C[C@H]1CNC(=S)N1CC1CCCN1C[C@H](CC(C)C)N1C[C@H](Cc2ccc(O)cc2)N(CC2CCCCCC2)C1=S (some centres undefined)	.	-1	8	-4	11	8	20	87*	-1.0	-27	39
Cc1ccc(N2C(=O)N(CC(=O)Nc3ccc(C)c(C)c3)C(=O)C2C)cc1 (centres undefined)	1	2	5	22	-4	-8	-5	-22	-0.4	-49	-16
CC1CCN(S(=O)(=O)c2ccc(N=NC3=C(O)CC(C)(C)CC3=O)cc2)CC1	0	-1	-1	-5	-12	-6	4	10	0.0	11	14
Cc1ccc(-n2nc3c(c2NC(=O)c2cccs2)CSC3)cc1	4	14	4	-17	8	-7	11	1	0.5	6	-18
CC(C)CC(=O)Nc1ccc(C(=O)Nc2cccc(O)c2)cc1	1	-18	-25	-72	-57	-35	11	-160	-1.0	-230	6
COc1ccc(/C=N/NC(=O)c2ccoc2C)cc1O	4	-4	-4	-102	-37	-26	18	-103	-1.4	-157	20
Cc1ccc(C)c(NC(=O)CCC(=O)N2CCOc3ccccc32)c1	0	0	5	18	-3	1	-1	13	-3.6	4	-2
O=S(=O)(c1ccc(Cl)cc1)N1CCN2CCCC2C1 (centres undefined)	0	7	-4	-19	8	-1	1	14	0.6	12	8
COc1ccc(C(=O)Nc2c(C)cc(C)cc2C)cc1OC	-2	-10	-13	-3	-2	3	5	15	-0.1	2	7
O=C(/C=C/c1ccccc1)NC(=S)Nc1ccc2c3c(cccc13)CC2	0	-38	10	-16	6	39	20	15	0.0	6	21
Cc1ccc(OCCCC(=O)NNC(=O)c2ccncc2)cc1	1	5	1	24	0	1	4	-2	-0.3	9	16
CCN(CC)CC(C(=O)N(CC)CC)P(=O)(c1ccccc1)c1ccccc1 (centres undefined)	1	-2	1	15	3	-10	-8	-2	-2.2	11	3
O=S(=O)(c1ccc(Br)cc1)n1ccc2ccccc21	0	-2	2	10	16	74	27	27	3.0	15	11
O=C(NCCOc1ccc2ccccc2c1)c1cncc(Br)c1	5	-12	-1	35	-6	2	-12	-3	-0.3	17	15
NC(=O)c1c(NC(=O)Cn2cnc([N+](=O)[O-])n2)sc2c1CCCC2	1	15	-12	-18	10	-1	-8	15	2.1	6	-7
CN(CC(=O)Nc1cccc(F)c1)C(=O)c1ccc(S(=O)(=O)N2CCCC2)cc1	0	-8	-1	-8	1	-3	8	11	-0.3	10	18

Some of the compounds tested, so the mix of outcomes need not match the whole.
